TEAD-YAP inh: TEAD-YAP interaction inhibition, primary screen, TEAD-YAP interaction inhibitor project, luminescence, HEK-TIYL cells. TEAD-Gal4/YAP UAS-luciferase luminescence. inhibition, % at 9.12 µM. actives 1.4% (n = 640,000). AID 1259422, 2018; in the data active = inhibition above about 32%;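 note: 0% = median of test compound wells and 100% = reference inhibitor wells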
MITF primary: MITF inhibitors, primary screen, biochemical, AlphaScreen, human; Microphthalmia-associated transcription factor (Homo sapiens), O75030; AlphaScreen MITF homodimerization, bead proximity signal; inhibition, % at 2.6 µM; actives 0.91% (n = 650,000); AID 1259374, 2018; in the data active = inhibition above about 50%;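 note: 0% = vehicle wells with protein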
Target sequence (O75030 whole entry, looked up): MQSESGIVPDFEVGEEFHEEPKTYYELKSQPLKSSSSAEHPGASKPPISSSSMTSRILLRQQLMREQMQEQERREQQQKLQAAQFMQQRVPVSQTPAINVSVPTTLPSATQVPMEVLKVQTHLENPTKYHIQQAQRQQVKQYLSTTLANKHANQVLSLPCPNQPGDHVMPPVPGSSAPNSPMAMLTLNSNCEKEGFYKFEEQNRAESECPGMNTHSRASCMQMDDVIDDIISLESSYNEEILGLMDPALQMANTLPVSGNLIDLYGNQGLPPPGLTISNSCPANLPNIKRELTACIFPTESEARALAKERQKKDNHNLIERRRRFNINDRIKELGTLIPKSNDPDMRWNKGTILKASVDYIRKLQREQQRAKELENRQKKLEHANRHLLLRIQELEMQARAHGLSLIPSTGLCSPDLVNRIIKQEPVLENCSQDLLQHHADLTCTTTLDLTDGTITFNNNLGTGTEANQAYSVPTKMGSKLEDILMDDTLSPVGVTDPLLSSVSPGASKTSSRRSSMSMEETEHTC
GPR151 activ: activators of human GPR151, primary screen, cell-based, PathHunter beta-arrestin, luminescence. G-protein coupled receptor 151 (Homo sapiens), Q8TDV0. PathHunter beta-arrestin GPR151 cells. activation, % at 11.2 µM. actives 1% (n = 650,000); in the data active = activation above about 4.9%;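 note: 0% = median of compound wells and 100% = cells with positive control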
Target sequence (Q8TDV0 whole entry, looked up): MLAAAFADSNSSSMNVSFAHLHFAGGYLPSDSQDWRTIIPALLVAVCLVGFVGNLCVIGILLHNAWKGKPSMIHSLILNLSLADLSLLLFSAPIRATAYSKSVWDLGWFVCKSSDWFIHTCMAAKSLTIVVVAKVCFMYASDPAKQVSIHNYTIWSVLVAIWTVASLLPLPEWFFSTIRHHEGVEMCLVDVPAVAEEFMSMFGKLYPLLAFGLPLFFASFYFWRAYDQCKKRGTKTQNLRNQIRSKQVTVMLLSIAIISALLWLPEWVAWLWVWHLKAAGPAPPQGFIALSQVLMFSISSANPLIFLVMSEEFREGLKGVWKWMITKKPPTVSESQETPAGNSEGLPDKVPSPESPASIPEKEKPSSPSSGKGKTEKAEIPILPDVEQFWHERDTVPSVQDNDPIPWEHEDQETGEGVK
FBW7 act: FBW7 E3 ligase activators, primary screen, biochemical, AlphaScreen, human | actives 0.13% (n = 650,000) | normalized activity (activation), % at 26.1 µM | AlphaScreen FBW7–phospho-cyclin E peptide binding, activator screen | F-box/WD repeat-containing protein 7 (Homo sapiens), Q969H0; in the data active = normalized activity above about 1.9%;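 note: purified mutant Fbw7 with reduced substrate affinity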
* marks the source's active call; other numbers are inactive results.

Values run as follows: MITF primary, FBW7 act, GPR151 activ, TEAD-YAP inh
O=C(COc1ccc(N2C(=O)C3C4C=CC(C5CC45)C3C2=O)cc1)c1ccc(Cl)cc1 (centres undefined)
    9, 0.1, -1.5, -5
Cc1cc(C)n(CC(=O)Nc2ccc3cn[nH]c3c2)n1
    0, -0.5, 0.8, -28
CCNC(=O)CCC(=O)Nc1cc(Cl)ccc1Cl
    2, 0.0, 0.8, 3
COC(=O)c1sc(/N=C/N(C)C)c(C(=O)OC)c1C
    15, -0.1, 0.8, 17
CCn1c2ccccc2n2c(=O)c(=O)n(CC(=O)N3CCCc4ccccc43)nc12
    -4, -0.2, -1.1, 1
CC(C)(C)c1ccc(-c2csc(NC(=O)c3ccc(S(=O)(=O)N4CCc5ccccc54)cc3)n2)cc1
    0, 0.0, 0.4, -7
Cc1cc(C)c(C(=O)NCCCN2CCN(c3ccccc3)CC2)c(C)c1
    5, 0.2, 1.4, 3
COc1cccc(-c2ccc(SCC(=O)N3CCCCC3)nn2)c1
    11, -0.1, -10, 0
Clc1ccc(CN2CCOCC2)cc1Cl
    43, -0.2, 1.5, 11
CCN1C(=O)/C(=C2/C=Cc3ccccc3N2CC)SC1=Nc1ccc(Cl)cc1
    15, 0.1, -1.1, -3
Cc1ccc(SCCC(=O)N2CCOCC2)cc1
    -8, -0.2, 3.3, -38
COc1cc2nc(Nc3ccc(N4CCOCC4)cc3)nc(NCCN(C(C)C)C(C)C)c2cc1OC
    -2, -0.2, -0.1, -5
CC(C)c1ccc(-c2nc3c([nH]2)c(=O)[nH]c(=O)n3C)cc1
    3, -0.1, 0.0, -15
COCCNc1ccnc2c(-c3ccc(OC)cc3OC)cnn12
    -2, 0.0, 3.3, -22
COCCn1c(N2CCCC2)nc2c1c(=O)[nH]c(=O)n2C
    18, -0.1, -0.7, 6
COc1ccccc1N1CCN(C2CCN(C(=O)COc3cccc(C)c3)CC2)CC1
    48, 0.1, -0.2, 6
CCOc1cc(C(=O)Nc2c(C(N)=O)oc3ccccc23)cc(OCC)c1OCC
    8, 0.1, 0.4, 2
NC(=S)N/N=C/c1ccc(N2CCOCC2)c([N+](=O)[O-])c1
    -4, -0.2, 1.2, 14
CCN1C(=O)NC(c2cc(Br)c(O)c(OC)c2)C(C(=O)OC(C)C)=C1C (centres undefined)
    13, 0.1, 0.5, 0
CSc1ccc(CNCc2c(C(=O)O)c(C)n(Cc3ccc(Cl)cc3)c2C)cc1
    18, 0.3, -0.8, 16
COc1cccc(-n2cc(C(=O)N3CCCC(C)C3)c3ccccc3c2=O)c1 (centres undefined)
    2, -0.3, 0.6, -2
COc1cc2c(cc1OC)C(COc1ccc(F)cc1)N(C(=O)c1ccc(Br)cc1)CC2 (centres undefined)
    6, -0.1, -0.7, -2
Cc1cc(C(=O)NCC2CCC3(CCN(Cc4ccc5ccccc5c4)CC3)O2)n(C)n1 (centres undefined)
    3, -0.3, 0.3, 5
COc1ccc(C2=NN(CN3C(=O)C(=O)c4ccccc43)C(c3ccc(OC)cc3)C2)cc1 (centres undefined)
    2, -0.2, -1.4, -35
COc1cc2nc(-c3ccccc3)nc(NCCc3ccc(O)cc3)c2cc1OC
    19, -0.2, 1.1, 4
O=C1N[C@@H](Cc2ccccc2)C(=O)N2CCN(Cc3cnn(-c4ccc(F)cc4)c3)C[C@H]12
    1, -0.3, 0.1, 4
CC(Nc1ccc(Br)cc1)C(=O)NC(=O)NC1CCCCC1 (centres undefined)
    -1, 0.0, 2.4, -6
Clc1cccc(CSc2ccc(-c3ccncc3)nn2)c1
    -7, 0.1, 1.1, -1
CN(CC12CC3CC(CC(C3)C1)C2)C(=O)c1ccco1
    18, 0.1, -1.4, 12
COC(=O)c1ccc(C(=O)OC)c(NC(=O)c2c(Cl)cccc2Cl)c1
    -9, 0.1, -1.2, 8
O=C(Cc1ccccc1)Nc1cnn(-c2cccc(C(=O)N[C@@H]3CCNC3)c2)c1
    -2, -0.1, 0.7, 8
CC1CCCCC1NC(=O)C1CCC(CNc2c(N3CCCC3)c(=O)c2=O)CC1 (centres undefined)
    0, -0.1, 0.7, 3
COc1ccc2[nH]c(=O)c(CN(CCO)C(=O)Nc3ccccc3OC)cc2c1
    0, 0.0, -1.3, -4
COc1cc(CN2CCC(C(=O)N3CCCC3)CC2)cc(OC)c1OC
    10, 0.1, 0.5, 5
CCOC(=O)C1=NNC(C(=O)c2ccccc2)C1c1ccc(OC)cc1 (centres undefined)
    -1, 0.1, -0.6, 2
COc1cc(OC)c(NC(=O)CCc2c(C)[nH]c(=O)n(C)c2=O)cc1Cl
    2, 0.0, 1.8, -8
NC(=O)c1cc[n+](CCC[n+]2ccc(C(N)=O)cc2)cc1
    4, -0.3, 0.0, -3
CCOC(=O)N1CCC(NC(=O)C(CC(C)C)NC(=O)C2CCC(C)CC2)CC1 (centres undefined)
    -3, -0.1, -0.1, 8
O=C(COC(=O)c1cc2c3c(c1)C1C=CCC1CN3CC1CC=CC21)c1ccc([N+](=O)[O-])cc1 (centres undefined)
    -2, -0.1, 0.2, -1
c1csc(C2NCCn3cccc32)c1 (centres undefined)
    3, 0.0, 0.0, 1
O=C(Nc1c(F)c(F)cc(F)c1F)C1CCCN(S(=O)(=O)N2CCOCC2)C1 (centres undefined)
    -8, -0.1, 1.0, -2
O=C1/C(=C/c2ccc3nccnc3c2)CC/C1=C\c1ccc2nccnc2c1
    -9, -0.2, 0.2, 1
COc1ccc2c(c1OC)C(=O)OC2Nc1nc(-c2ccccc2)cs1 (centres undefined)
    2, -0.1, 0.3, -39
COc1ccc(-c2nc(NCCN(C(C)C)C(C)C)nc(OC)n2)cn1
    3, 0.1, 6.1*, -2
O=C(CC1CSc2nccc(=O)n21)NCc1ccco1 (centres undefined)
    28, -0.2, -0.3, 10
COc1cccc(OC)c1C(=O)N1CCN=C1SCc1ccccc1
    11, 0.4, 0.2, -3
COc1ccc([C@@H]2C[C@H](C(=O)Nc3cccnc3)N(C)S(=O)(=O)N2)cc1OC
    -1, -0.1, 0.7, -10
O=C(Nc1ccccc1)c1cccnc1N1CCCC1
    15, -0.1, -0.6, -8
COc1cc(N2CCN(S(=O)(=O)c3ccc4c(c3)OCCO4)CC2)nc(OC)n1
    -2, -0.2, 2.6, 8
CCOCCCNCC(=O)N1c2ccc(C)cc2C(C)CC1(C)C (centres undefined)
    56*, -0.2, 0.8, 5
COc1ccc(NC(=O)CSc2nnc(CNC(=O)c3ccc(S(=O)(=O)N4CCOCC4)cc3)n2-c2cc(C)ccc2C)cc1
    -4, -0.1, -0.2, 1
O=C(Cc1ccccc1)Oc1coc(CSc2ncccn2)cc1=O
    14, 0.2, -1.0, 12
Cc1cccc(NC(=O)CN2C(=O)N/C(=C/c3ccc(C#N)cc3)C2=O)c1
    16, 0.1, -0.3, -5
O=C(Nc1ncc(S(=O)(=O)c2ccc([N+](=O)[O-])cc2)s1)c1ccc(S(=O)(=O)N2CCOCC2)cc1
    12, 0.2, -1.2, 3
O=C(CCNC(=O)c1ccccc1)NCCc1ccccc1
    11, 0.1, -0.4, -5
COc1ccc(C(=O)NNC(=O)c2ccccc2O)cc1OC
    -5, -0.5, -0.1, -11
Cc1ccc2nc(SCC(=O)Nc3c[nH]c(=O)[nH]c3=O)c(C#N)cc2c1
    15, 0.2, -0.7, -3
COc1cccc(CNC(=O)CCS(=O)(=O)c2cccc3nonc23)c1
    -4, 0.0, -0.6, 4
C=COCCNC(=O)Nc1cccc2ccccc12
    -7, 0.0, 0.8, -2
Cc1cc(NC(=O)c2cc(-c3ccc(F)cc3)no2)no1
    14, 0.2, -1.8, -1

Additional structures
Values run as follows: MITF primary, FBW7 act, GPR151 activ, TEAD-YAP inh
N=C1/C(=C/c2ccc(OCc3ccccc3F)cc2)C(=O)N=C2SC=C(c3ccccc3)N12
    -5, -0.1, -4.4, -11
Cc1ccn(CCCNC(=O)CN2N=C(C(C)(C)C)Cn3c(cc4ccccc43)C2=O)n1
    21, 0.1, 0.3, -6
Cc1ccc(C)c(S(=O)(=O)NCc2cccnc2)c1
    -12, -0.1, 0.4, 1
C/C(CC(=O)Nc1ccccn1)=N\NC(=O)C(c1ccccc1)c1ccccc1
    8, 0.1, 0.2, -1
CCOc1ccccc1C1CC(=O)NC(SCc2cccc3ccccc23)=C1C#N (centres undefined)
    10, 0.0, 1.6, 6
O=C(NCc1ccco1)C1CCCN(c2ccc(-c3ccco3)nn2)C1 (centres undefined)
    35, -0.7, -0.6, -6
O=C(Nc1c(C(=O)Nc2ccc(Cl)cc2)cnn1-c1ccccc1)c1ccccc1
    -1, -0.1, 0.7, 5
CCS(=O)(=O)NC(N)=NCCc1ccccc1
    7, -0.1, -1.1, 4
CC(C)(C)n1nnnc1C(c1ccccc1)N1CCN(Cc2ccccc2)CC1 (centres undefined)
    -1, -0.3, -0.7, -2
CSC1=Nc2ccccc2C2=NCC(CBr)N12 (centres undefined)
    0, -0.1, 1.0, -4
O=C1CN(Cc2nc3cc(Cl)ccc3c(=O)[nH]2)CCN1
    12, -0.1, 2.7, 3
CCOc1ccc(NC(=O)CSc2nc3c(=O)n(C)c(=O)n(C)c3n2C)cc1
    1, -0.2, -1.3, 12
O=C(COC(=O)c1ccc(O)cc1)Nc1ccc(Cl)c(Cl)c1
    -2, 0.7, 0.4, -3
CC(C)[C@H]1NC(=O)[C@@H]2C[C@H](NCc3ccc(OCCN(C)C)cc3)CN2C1=O
    18, 0.6, -0.4, 13
C=CCn1c(=S)[nH]c2cc(C(=O)Nc3ccc(OC)c(Cl)c3)ccc2c1=O
    9, 0.2, -1.2, 5

Quoted at random: three compounds from above
Values run as follows: MITF primary, FBW7 act, GPR151 activ, TEAD-YAP inh
N=C1/C(=C/c2ccc(OCc3ccccc3F)cc2)C(=O)N=C2SC=C(c3ccccc3)N12
    -5, -0.1, -4.4, -11
CC(C)(C)n1nnnc1C(c1ccccc1)N1CCN(Cc2ccccc2)CC1 (centres undefined)
    -1, -0.3, -0.7, -2
O=C1CN(Cc2nc3cc(Cl)ccc3c(=O)[nH]2)CCN1
    12, -0.1, 2.7, 3

Next part
Values run as follows: MITF primary, FBW7 act, GPR151 activ, TEAD-YAP inh
Cc1c(C(=O)N2CCC(C(=O)O)CC2)oc2cc3sc(N(C)C)nc3cc12
    -9, -0.1, -1.0, -53
C=CCNC(=O)Cc1c(C)oc2ccccc12
    -6, -0.2, 0.1, -7
Cc1nn(C)c(C)c1-c1nc(C(=O)NCCCN2CCCC2=O)cs1
    15, 0.1, -1.3, -1
CC12CCC(C(=O)O)(CC1OC(=O)C(Cl)(Cl)Cl)C2(C)C (centres undefined)
    13, 0.3, -1.0, 11
CC(=O)N(C)c1ccc(NC(=O)Cc2ccc(Br)cc2)cc1
    15, -0.1, 3.6, -12
CCC(C)NC(=O)CC1CSc2nc(C)cc(=O)n21 (centres undefined)
    16, -0.1, 0.2, 8
CC(C)Cc1cc(C(=O)NC2CCCCC2)no1
    -5, -0.1, -0.5, -50
O=C(Nc1cccc(C(F)(F)F)c1)c1ccccc1[N+](=O)[O-]
    11, 0.2, -0.9, 18
Cc1ccc2c(CNCc3ccccc3F)c(C(=O)O)[nH]c2c1
    2, 0.2, 3.5, 1
COc1cccc(NC(=O)c2oc3ccccc3c2NC(=O)C(C)(C)C)c1
    7, 1.2, -0.5, -3
CCC(=O)Nc1nc(C)c(-c2csc(Nc3cccc(C(=O)O)c3)n2)s1
    0, -0.1, 0.0, -8
COc1ccc(C)cc1NC(=O)CSc1nnc(-c2ccncc2)n1N
    10, 0.0, 1.6, 11
CC(=O)OC/N=C/C1=C(O)c2ccccc2C1=O
    5, -0.1, 0.4, -3
NC(=O)c1noc(C(=O)N(CC(=O)NC2CCCC2)Cc2ccc3c(c2)OCO3)c1N
    5, -0.1, -0.8, -1
O=C(NCC1CCC2(CCN(CC3CCCCC3)CC2)O1)c1ccccc1 (centres undefined)
    -1, -0.1, 1.9, -2
O=C(NCCO)c1cccc(-c2nccnc2NCCCN2CCOCC2)c1
    -5, -0.2, 1.0, -5
Clc1ccc(-c2cc3c(nn2)Nc2ccccc2N3)cc1
    8, 0.2, -5.3, 86*

Full records, quoted from the list. Order of values: MITF primary, FBW7 act, GPR151 activ, TEAD-YAP inh
Entry for COc1cccc(NC(=O)c2oc3ccccc3c2NC(=O)C(C)(C)C)c1 = 7, 1.2, -0.5, -3
Entry for CCC(=O)Nc1nc(C)c(-c2csc(Nc3cccc(C(=O)O)c3)n2)s1 = 0, -0.1, 0.0, -8
Entry for O=C(NCCO)c1cccc(-c2nccnc2NCCCN2CCOCC2)c1 = -5, -0.2, 1.0, -5
Entry for CC12CCC(C(=O)O)(CC1OC(=O)C(Cl)(Cl)Cl)C2(C)C (centres undefined) = 13, 0.3, -1.0, 11
Entry for O=C(Nc1cccc(C(F)(F)F)c1)c1ccccc1[N+](=O)[O-] = 11, 0.2, -0.9, 18

Outcome played no part in choosing rows; 3.4% or so of the library scored in one or more.
